Source: PubChem BioAssay (Sanford-Burnham Center for Chemical Genomics)
NR3A LBD binder: binders of NR3A ligand-binding domain, primary screen, biophysical, differential scanning fluorimetry, uHTS. Tm shift relative to glycine control, % at 25 µM. NR3A LBD differential scanning fluorimetry, Tm shift; 0% = protein alone, 100% = glycine-bound protein. AID 1259313, 2017. actives 2.5% (n = 340,000);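 active means melting temperature shift of at least 10% of the positive control shift, at one fixed dose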
CXCR6 inh: CXCR6 receptor inhibitors, primary screen, cell-based, beta-arrestin, luminescence, CHO-K1 PathHunter, 1536-well | inhibition, % at 20 µM | actives 0.36% (n = 360,000) | AID 602244, 2012; in the data active means inhibition above about 34%, passing the limit was not always enough;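 further: antagonist mode with CXCL16 agonist at 10 nM final; 0% = 10 nM CXCL16 with DMSO and 100% = unstimulated wells without agonist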
Target sequence (O00574 whole entry, looked up): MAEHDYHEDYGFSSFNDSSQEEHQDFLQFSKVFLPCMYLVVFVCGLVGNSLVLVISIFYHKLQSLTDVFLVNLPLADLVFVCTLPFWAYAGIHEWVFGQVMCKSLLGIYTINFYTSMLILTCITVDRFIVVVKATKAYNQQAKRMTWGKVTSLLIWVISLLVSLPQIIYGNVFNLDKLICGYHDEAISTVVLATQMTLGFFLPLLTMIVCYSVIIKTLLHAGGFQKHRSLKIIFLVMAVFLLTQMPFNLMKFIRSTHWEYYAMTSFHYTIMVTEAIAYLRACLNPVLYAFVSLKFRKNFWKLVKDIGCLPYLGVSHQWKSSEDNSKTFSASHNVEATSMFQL
A3G deaminase: APOBEC3G DNA deaminase inhibitors, primary screen, biochemical, fluorescence, single-stranded DNA substrate, uHTS; recombinant A3G, ssDNA deamination FAM/TAMRA fluorescence; inhibition, % at 20 µM; actives 0.28% (n = 330,000); AID 493012, 2011;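 active means inhibition of at least 40% at 20 µM, with no more than 30% in the related APOBEC3A deaminase screen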;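 further: plate controls were DMSO wells with A3G for no effect and wells lacking A3G enzyme for full effect; some compounds called inactive have numbers as strong as hits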
Target sequence (Q9HC16 whole entry, looked up): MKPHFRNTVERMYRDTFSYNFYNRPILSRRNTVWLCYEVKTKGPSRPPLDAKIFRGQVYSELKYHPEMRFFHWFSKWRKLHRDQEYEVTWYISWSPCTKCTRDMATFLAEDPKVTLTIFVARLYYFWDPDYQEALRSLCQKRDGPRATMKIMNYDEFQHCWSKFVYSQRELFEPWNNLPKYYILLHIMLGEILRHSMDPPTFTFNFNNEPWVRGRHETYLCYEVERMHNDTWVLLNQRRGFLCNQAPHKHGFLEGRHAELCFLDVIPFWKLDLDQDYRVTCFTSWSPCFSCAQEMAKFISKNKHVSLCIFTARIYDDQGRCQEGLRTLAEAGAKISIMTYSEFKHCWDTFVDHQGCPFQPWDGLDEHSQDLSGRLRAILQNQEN
A3A deaminase: APOBEC3A ssDNA deaminase inhibitors, primary screen, selectivity assay for APOBEC3G inhibitor project, biochemical, FAM/TAMRA oligo cleavage fluorescence | actives 0.41% (n = 330,000) | inhibition, % at 20 µM | recombinant A3A, FAM/TAMRA ssDNA deamination fluorescence;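 active means at least 40% inhibition at 20 µM here, with at most 30% in a related deaminase screen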;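 further: plate controls were A3A with DMSO for no effect and wells lacking A3A enzyme for full effect; some results filed as inactive read as strong as hits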
EBI2 antag: EBI2 receptor antagonists, beta-arrestin recruitment, primary screen, cell-based, luminescence, 7a,25-OHC stimulation, uHTS; G-protein coupled receptor 183 (Homo sapiens), P32249; AID 651636, 2012; 7a,25-OHC stimulated; actives 0.81% (n = 360,000); inhibition, % at 5 µM; in the data active means inhibition above about 38%;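 further: enzyme fragment complementation signal reports receptor beta-arrestin coupling in cells; 0% = agonist plus DMSO wells and 100% = wells without agonist; some results beyond the cut were filed as inactive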
Target sequence (P32249 whole entry, looked up, the tested form may be a part): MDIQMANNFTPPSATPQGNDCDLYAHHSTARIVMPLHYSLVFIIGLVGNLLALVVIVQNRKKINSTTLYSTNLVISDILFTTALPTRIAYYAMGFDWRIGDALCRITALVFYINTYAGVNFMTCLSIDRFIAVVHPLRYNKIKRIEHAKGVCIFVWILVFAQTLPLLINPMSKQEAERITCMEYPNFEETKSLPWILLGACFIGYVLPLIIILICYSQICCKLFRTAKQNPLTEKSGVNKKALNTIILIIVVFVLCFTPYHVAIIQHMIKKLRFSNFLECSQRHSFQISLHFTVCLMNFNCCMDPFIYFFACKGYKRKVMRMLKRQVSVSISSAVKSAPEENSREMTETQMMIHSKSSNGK
MPTP inh: mitochondrial permeability transition pore inhibitors, primary screen, biochemical, isolated mouse mitochondria, absorbance; actives 1.4% (n = 360,000); Ca2+ swelling absorbance, 30 min; inhibition, % at 10 µM; AID 602449, 2012;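 active means inhibition of 50% or more, scaled per plate between neutral and stimulator controls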;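 further: 0% = DMSO wells given calcium and 100% = 1 mM EGTA wells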
Gli-Sufu antag: Gli-Sufu pathway antagonists, primary screen, luciferase luminescence, Sufu-KO-LIGHT cells, uHTS | Sufu-KO-LIGHT fibroblasts, Gli luciferase reporter luminescence | inhibition, % at 5 µM | actives 0.74% (n = 340,000) | AID 588413, 2011;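 active means inhibition above about 55%, limit read from the data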;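 further: 0% = DMSO-treated cells and 100% = wells with medium but no cells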
CCR6 antag: CCR6 receptor antagonists, primary screen, cell-based, CHO-K1, luminescence, beta-arrestin, uHTS. C-C chemokine receptor type 6 (Homo sapiens), P51684. CHO-K1 CCR6 PathHunter beta-arrestin, CCL20-stimulated. inhibition, % at 20 µM. actives 0.49% (n = 340,000);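 active means compounds whose inhibition of the agonist-driven luminescence signal at 20 µM reaches about 50%, limit read from the data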;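 further: cells stimulated with CCL20 at 14 nM final; plate controls were DMSO with CCL20 for no effect and DMSO without agonist for full effect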
* marks the source's active call; other numbers are inactive results; x = not tested or not shown.

SMILES	NR3A LBD binder	CXCR6 inh	A3G deaminase	A3A deaminase	EBI2 antag	MPTP inh	Gli-Sufu antag	CCR6 antag
CC(=O)N1CCN(C(=O)Cn2c(=O)oc3ccccc32)CC1	-0.2	0.4	-4.5	-0.5	-6.0	-3.6	-2.8	24.7
COc1ccccc1C1C2=C(CC(C)(C)CC2=O)Nc2nnnn21 (centres undefined)	-0.5	-5.9	-7.7	1.9	-3.1	-0.7	-2.7	-7.1
CCCCOc1ccc(C(=O)Nn2cnnc2)cc1	14.2*	-0.4	1.0	5.1	-14.1	-1.5	-3.4	-6.5
C[C@H](NC(=O)[C@@H]1Cc2ccccc2CN1)C(=O)NCC1CCCO1 (some centres undefined)	-0.8	-6.2	-4.8	-3.2	-12.3	-1.3	-4.5	-3.9
CCOC(=O)N1CCN(Cc2nc(Cc3cccc(C(F)(F)F)c3)no2)CC1	-6.3	-9.2	-9.6	-2.7	-5.2	0.2	11.7	5.4
CCCCCCCC(=O)NC(Nc1ccc(S(N)(=O)=O)cc1)C(Cl)(Cl)Cl (centres undefined)	-2.5	0.8	0.3	0.1	-2.5	4.9	6.2	4.7
Cc1ccc2cc(C(c3nnnn3C3CCCC3)N(Cc3ccccc3)Cc3ccco3)c(=O)[nH]c2c1 (centres undefined)	0.0	3.0	-3.8	-0.6	20.2	0.3	2.9	10.6
CC(=O)N1CCN(C(=O)COC(=O)CNC(=O)c2ccccc2C)CC1	1.6	8.1	-1.1	0.7	-4.6	-2.6	-3.9	15.3
CN(CCC#N)C(=O)COC(=O)/C=C/c1cccs1	-2.9	-2.7	-3.1	-1.2	-7.5	-1.0	-9.8	0.3
CCCCOC(=O)n1c(=O)oc2cc(S(=O)(=O)N3CCCCC3)ccc21	0.0	0.2	-5.1	-0.1	3.1	2.5	0.1	-1.1
CC(C)C(C(=O)N1CCN(Cc2ccccc2)CC1)c1ccccc1 (centres undefined)	0.5	7.9	-3.2	0.5	8.6	-0.7	-19.1	15.3
Nn1c(COc2cccc(Cl)c2)nc2ccccc2c1=O	-2.6	5.7	1.4	2.2	3.2	-0.2	-16.5	3.7
CCOC(=O)c1c(NC(=O)CSc2nnnn2C)sc(C)c1-c1ccc(C)cc1	1.4	10.4	-7.0	-7.7	27.2	1.7	7.9	10.5
COC(=O)[C@@]1(Cc2ccccc2)[C@H]2C(=O)N(Cc3ccccc3)C(=O)[C@H]2[C@H]2CN=C(SC)N21	-0.5	2.8	-2.8	0.9	-1.5	-0.7	-7.3	20.3
O=[N+]([O-])c1ccc2nc(-c3ccc(Cl)cc3)[nH]c2c1	28.3*	-5.8	3.0	-5.0	10.9	92.5*	-79.6	-23.5
CC(C)Cc1ccc(/C=C/C(=O)NC2CC2)cc1	-5.0	-11.8	2.0	1.0	-2.2	0.1	-8.5	20.8
Cc1cccc[n+]1CC(=O)Nc1ccc([N+](=O)[O-])cc1	1.8	-12.0	-15.3	-3.9	-14.7	1.9	1.5	6.4
NC(=O)CSC1=Nc2ccccc2C2=NC(CCC(=O)NCc3ccc(F)cc3)C(=O)N12 (centres undefined)	-2.1	-0.2	-6.9	-3.1	0.5	-0.7	-1.3	16.8
COc1ccccc1/C=N/NS(=O)(=O)c1ccccc1	-0.4	3.3	-9.1	-4.8	-5.1	-0.7	3.4	4.0
CC(=O)c1ccccc1NC(=O)COc1ccc(N(C)S(=O)(=O)c2ccc(C)c(C)c2)cc1	0.4	-1.1	-7.5	-0.8	36.8	3.0	2.6	7.0
Fc1cccc(CCN2CCN=C2Nc2ccccc2)c1	-0.5	4.6	-1.4	-0.5	-8.6	-1.3	-2.8	11.8
COc1ccccc1C(CNC(=O)C1CCN(C(=O)Nc2ccccc2)CC1)N1CCCC1 (centres undefined)	2.2	-7.9	-11.8	-1.8	2.8	1.1	-1.0	6.7
CNc1nc(C)cc(C)c1S(=O)(=O)c1ccc(C)cc1	-0.3	1.9	-3.6	-2.0	3.8	0.0	4.1	7.7
CCN(C(=O)CN1CCN(c2ccccc2OC)CC1)c1c(N)n(Cc2ccccc2)c(=O)[nH]c1=O	2.1	-3.0	2.8	2.5	6.3	-5.1	0.6	-11.2
O=C(COC(=O)Cc1cccs1)Nc1ccccc1Cl	0.6	-5.3	-4.3	-1.8	-3.0	-1.5	5.4	1.3
Cc1cccc(NC(=O)c2c([N+](=O)[O-])c(C(C)(C)C)nn2C)c1	-0.1	7.0	-7.5	-7.1	13.1	3.0	15.9	20.6
CCCCn1c(N)c(N(C(=O)CSc2nncn2-c2ccccc2C)C2CCCC2)c(=O)[nH]c1=O	1.2	-8.8	x	x	-8.0	-0.6	10.5	11.1
CCOC(=O)c1sc(=S)n(-c2ccc(OC)cc2)c1N	-0.3	0.8	-1.7	-0.8	-8.7	1.6	-4.5	10.1
C[N+](C)(C)CCOC(=O)C1(c2ccccc2)CCCC1	-3.0	7.3	16.3	59.7*	-7.6	2.6	3.4	-9.3
CCOC(=O)c1nnn(-c2nonc2N)c1-c1ccccc1Cl	-3.1	2.3	-5.1	1.3	-8.5	-1.9	-6.7	21.9
CCOC(=O)C1CCN(C(=O)/C=C/c2ccc(S(=O)(=O)N3CCOCC3)cc2)CC1	0.4	4.5	-8.1	-1.8	2.0	-0.2	0.5	10.6
COc1ccccc1N1CCN(C(CNC(=O)c2ccco2)c2cccnc2)CC1 (centres undefined)	-1.0	1.2	-6.2	-1.2	-2.3	0.6	2.2	6.5
COc1ccc2oc(C(=O)N3CCN(C(c4ccccc4)c4ccccc4)CC3)c(C)c2c1	0.4	5.3	-0.3	-1.1	91.5*	2.1	9.7	19.8
CC(NC(=O)c1ccc(Br)o1)c1ccc(-n2ccnc2)cc1 (centres undefined)	-1.0	-9.5	-1.7	3.0	-8.5	0.4	5.6	15.2
CN(C)Cc1c(-c2ccc(Cl)cc2)nc2ccccn12	-1.0	5.1	-9.3	-3.9	2.8	-2.1	-26.1	4.2
Cc1ccc(-n2c(C)cc(C(=O)OCC(=O)N(CC(C)C)C3CCS(=O)(=O)C3)c2C)cc1 (centres undefined)	-0.8	-6.0	-3.5	2.4	10.9	0.4	3.8	-0.3
O=C(COC(=O)c1cc([N+](=O)[O-])ccc1NCCO)Nc1cccc(S(=O)(=O)N2CCCC2)c1	0.9	3.8	-8.5	-3.2	0.7	0.1	11.6	26.4
O=C1c2ccccc2C(=Nc2ccccc2)C1c1cccc(Br)c1 (centres undefined)	7.2	17.4	-2.0	0.6	3.4	18.3	-7.1	34.4
Cc1ccc(S(=O)(=O)NCC(=O)N(c2ccccc2)C(C(=O)NCc2ccccc2)c2ccco2)cc1 (centres undefined)	-2.2	-6.8	-6.1	0.3	14.2	1.2	4.9	16.1
O=C(NC(=S)NC(c1ccccc1)c1ccncc1)c1ccccc1 (centres undefined)	-4.4	10.6	5.2	0.6	-36.4	-0.4	0.2	-8.6
CCOC(=O)N1CCN(C(=O)CSc2cc(C)nc3c(-c4ccccc4OC)c(C)nn23)CC1	-3.1	-9.3	-1.7	1.5	-1.7	0.0	6.0	8.4
CN(CC(=O)Nc1ccc(N2CCOCC2)cc1)C(=O)CCNC(=O)c1ccccc1Cl	-2.1	4.3	-3.6	-0.4	-9.6	-2.2	0.0	2.6
C/C(=N\NC(=O)CSCc1ccc([N+](=O)[O-])cc1)c1cccc(Br)c1	-10.2	0.3	-2.0	3.1	-1.9	0.2	19.2	5.9
O=C(NCc1ccco1)c1c[nH]c2ccc(S(=O)(=O)N3CCOCC3)cc2c1=O	-0.2	0.3	x	x	1.0	6.7	7.0	-45.5
O=C(Nc1nccs1)c1ccc(S(=O)(=O)c2ccccc2)cc1	-0.3	2.8	-9.9	-5.1	3.2	-1.6	0.0	7.9
CCCCNC(=O)CCCCCNS(=O)(=O)c1ccc(Br)cc1	-0.9	2.1	-4.7	-2.9	13.0	1.2	-3.8	9.2
O=C(OC(C(=O)NCc1ccccc1)c1ccccc1)c1ccco1 (centres undefined)	-2.0	3.5	-4.9	0.7	-1.1	-1.8	4.9	5.0
CC(/C=C/c1ccccc1)=N\NC(=O)c1ccncc1	-0.1	2.2	-4.9	1.3	-27.2	-0.5	6.5	8.8

Three compounds from above, reduced to Gli-Sufu antag:
molecule	Gli-Sufu antag
Cc1ccc(S(=O)(=O)NCC(=O)N(c2ccccc2)C(C(=O)NCc2ccccc2)c2ccco2)cc1 (centres undefined)	4.9
O=C(NC(=S)NC(c1ccccc1)c1ccncc1)c1ccccc1 (centres undefined)	0.2
CCOC(=O)N1CCN(C(=O)CSc2cc(C)nc3c(-c4ccccc4OC)c(C)nn23)CC1	6.0

Additional entries
SMILES	NR3A LBD binder	CXCR6 inh	A3G deaminase	A3A deaminase	EBI2 antag	MPTP inh	Gli-Sufu antag	CCR6 antag
NC(=O)[C@@H]1CCCNc2c(I)cc([N+](=O)[O-])cc2C(=O)N[C@@H](Cc2ccccc2)C(=O)N[C@@H](Cc2cnc[nH]2)C(=O)N1	-0.9	6.6	-4.9	-0.9	-3.1	-1.2	-5.6	5.0
COc1ccc(OC)c(CNC(=O)CCN2C(=O)COc3ccccc32)c1	-0.3	-7.2	-9.4	-3.3	-9.2	1.2	-4.8	-0.9
CCN(C(=O)CSc1nnc(Cn2nnc3ccccc32)o1)c1nc(C)cs1	2.1	-2.5	-0.4	0.3	2.6	-1.4	8.8	-0.4
Cc1ccc2nsnc2c1NC(=O)CCc1ccccc1	-2.2	-2.7	-1.4	2.3	6.0	3.1	0.4	-0.1
COc1ccc(NC(=O)CN2CCN(S(=O)(=O)c3ccc(Cl)cc3)CC2)cc1	2.0	10.3	-0.9	-2.2	19.8	-1.0	1.6	0.0
Cc1ccc(C(=O)COc2nc(C)cc(C)c2C#N)cc1	-1.2	2.4	-10.8	-3.7	-5.4	4.0	-4.8	-1.9
CS(=O)(=O)N(CC(=O)N1CCOCC1)c1cccc(F)c1	-0.2	-1.5	-1.5	-3.3	-9.1	0.6	-4.6	2.5
CC(=O)Oc1ccc2c(=O)c(-c3nc4ccccc4s3)coc2c1	-0.3	5.4	-11.6	5.0	-6.6	5.6	-59.8	-2.5
Nc1cc(N2CCCCC2)c([N+](=O)[O-])cc1Cl	-16.3	10.6	28.0	-0.2	-2.8	5.7	12.4	29.7
CC(=O)N1CCc2cc(N=NC3=C(O)CCCC3=O)ccc21	-0.8	9.6	-3.8	29.1	-9.1	1.2	1.8	8.5
O=C(C/C=N/OCc1ccc(Cl)cc1Cl)c1ccccc1	-3.5	-2.0	-12.8	-3.0	3.6	1.9	-0.2	3.9
O=C(NCC1CCCO1)c1ccccc1NS(=O)(=O)c1ccc(Br)s1 (centres undefined)	1.4	-2.8	x	x	-0.3	-0.5	0.6	0.8
COc1cc(SC)ccc1C(=O)N1CCc2ccccc21	0.5	-4.0	-1.6	-0.5	-10.0	0.4	-16.8	2.8
CC(=O)c1ccc(NC(=O)CSc2nc3nn(-c4ccccc4)c(=O)c-3c3n2CCCCC3)cc1	-0.3	9.6	x	x	2.7	-2.7	7.6	17.0
CC(=O)OCC(=O)C1(O)CCC2C3CC(F)C4=CC(=O)CCC4(C)C3C(=O)CC21C (centres undefined)	0.2	5.6	x	x	-5.2	-1.2	12.3	3.0
N#C/C(C(=O)N1CCOCC1)=c1/s/c(=C\c2ccccn2)c(=O)n1-c1ccccc1	3.3	0.5	1.8	9.0	0.5	-0.8	-2.6	6.7
